# High-throughput results: PubChem BioAssay, several laboratories
# ssDAF12 agonist: activators of S. stercoralis DAF-12 nuclear receptor | 370,000 compounds, 1% hits | HEK293 ssDAF-12/GRIP1 lit1-tk-luc reporter, luminescence; % of 3 µM dafachronic acid response | AID 652126 | activation, % at 6.8 µM;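 active means activation above the mean over all tested compounds plus 3 SD, cut at about 0.9% in these data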;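 further: 0% = DMSO-only wells and 100% = 3 µM delta7-dafachronic acid wells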
# SMARCA2 activ: activators of SMARCA2 function; MG213 cells, MMTV-luciferase reporter, dexamethasone, overnight; activation, % at 9.1 µM; 370,000 compounds, 1% hits; AID 652017; in the data active means activation above about 7.8%;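 further: 0% = vehicle wells and 100% = reference activator wells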
# HGIII-sPLA2 inh: Blocks human group III sPLA2 activity | inhibition, % at 12.2 µM | QFRET BODIPY PC-A2 liposome hydrolysis, fluorescence | Q9NZ20 | 370,000 compounds, 0.56% hits;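 active means inhibition above mean plus 3 SD of compounds lying within the high and low control bounds, cut at about 19% in these data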;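 further: 0% = median of test compound wells and 100% = no enzyme DMSO wells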
# Target sequence (Q9NZ20 whole entry, looked up): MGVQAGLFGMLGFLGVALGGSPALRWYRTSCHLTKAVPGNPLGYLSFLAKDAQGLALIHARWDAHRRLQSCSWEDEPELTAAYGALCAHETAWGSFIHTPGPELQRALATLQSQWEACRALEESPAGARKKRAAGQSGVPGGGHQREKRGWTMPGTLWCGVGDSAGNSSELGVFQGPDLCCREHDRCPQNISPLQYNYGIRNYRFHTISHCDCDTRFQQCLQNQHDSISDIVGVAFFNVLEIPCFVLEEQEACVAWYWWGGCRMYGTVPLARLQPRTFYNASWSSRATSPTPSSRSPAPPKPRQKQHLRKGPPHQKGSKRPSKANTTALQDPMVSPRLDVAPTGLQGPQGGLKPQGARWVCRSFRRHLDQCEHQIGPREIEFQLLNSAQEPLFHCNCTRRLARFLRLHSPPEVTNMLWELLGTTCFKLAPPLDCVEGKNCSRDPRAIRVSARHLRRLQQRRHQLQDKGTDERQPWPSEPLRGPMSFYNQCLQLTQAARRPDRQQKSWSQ
# NPR1 activator: GC-A (human) enzyme activation; AID 1671463; P16066; 370,000 compounds, 0.14% hits; HEK293 GC-A cells, cGMP TR-FRET, EC30 ANP; 0% at EC30 ANP, 100% saturating ANP; activation, % at 10 µM; in the data active means activation above about 40%
# GAA850 FXN act: frataxin GAA850 promoter activation; HEK293 lucGAA850 FXN promoter luciferase reporter, 24 h; percent of 10 µM SAHA response; activation, % at 6 µM; 360,000 compounds, 0.56% hits; AID 540364;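 active means activation above the average of all compounds screened plus 3 SD, cutoff fixed separately per campaign, cut at about 7.5% in these data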;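 further: 0% = DMSO wells and 100% = 10 µM SAHA wells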
# hgDAF-12 ag: hgDAF-12 agonism, primary luciferase screen | HEK293 GAL4-hgDAF12 UAS-luciferase reporter, agonist luminescence; normalized to butyrate control | activation, % at 6.8 µM | 370,000 compounds, 1.8% hits | AID 687014;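 active means activation above a cutoff set at the mean of all screened compounds plus 3 SD, cut at about 10% in these data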;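 further: 0% = DMSO wells and 100% = sodium butyrate wells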
# GC-B act: GC-B (human) receptor activation. P20594. HEK293-GC-B cells, CNP EC30, cGMP TR-FRET; 0% at EC30 CNP, 100% saturating CNP. activation, % at 10 µM. 370,000 compounds, 0.11% hits. AID 1920062;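 active means activation at 10 µM reaching about 35% in either raw or pattern-adjusted values, limit read from the data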
# DAX1 inh-1: DAX1 (NR0B1) inhibition, primary screen; HEK293T StAR-luciferase reporter, SF-1/DAX-1 repression relief; inhibition, % at 6.8 µM; 370,000 compounds, 1.1% hits; AID 652010;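 active means inhibition above the mean over all tested compounds plus 3 SD, cut at about 3.6% in these data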;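 further: 0% = DAX-1 cells with DMSO and 100% = cells lacking DAX-1 with DMSO; higher inhibition means more luminescence from relief of DAX-1 repression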
# hcDAF-12 act: H. contortus DAF-12 activation, primary screen | HEK293 hcDAF-12 lit1-tk-luc reporter, luminescence; 0% DMSO, 100% Δ7-dafachronic acid | activation, % at 6.8 µM | 370,000 compounds, 1.4% hits | AID 652067;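 active means activation above the mean of all tested compounds plus 3 SD, cut at about 5.5% in these data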;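 further: 100% = response to 3 µM Δ7-dafachronic acid high control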
# DAX1 inh-2: inhibitors of human orphan nuclear receptor DAX1 (NR0B1); AID 504766; HEK293 Gal4-DAX1 luciferase reporter, luminescence; 340,000 compounds, 0.99% hits; inhibition, % at 6.75 µM;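 active means inhibition above the mean over all tested compounds plus 3 SD, cut at about 4.2% in these data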;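 further: 0% = DAX1-transfected cells with DMSO and 100% = empty-vector control cells with DMSO; inhibition shows as a rise in luminescence from relieved DAX1 repression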
# ADAM10 inh: inhibits human ADAM10; O14672; recombinant ADAM10, EDANS/DABCYL FRET peptide cleavage, 3 h; inhibition, % at 7 µM; 370,000 compounds, 0.62% hits;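 active means inhibition above a per-campaign cutoff equal to the mean of compounds falling between control-based bounds plus 3 SD, cut at about 20% in these data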;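 further: 0% = DMSO wells while the 100% control is not disclosed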
# Target sequence (O14672 214-748 limits assumed): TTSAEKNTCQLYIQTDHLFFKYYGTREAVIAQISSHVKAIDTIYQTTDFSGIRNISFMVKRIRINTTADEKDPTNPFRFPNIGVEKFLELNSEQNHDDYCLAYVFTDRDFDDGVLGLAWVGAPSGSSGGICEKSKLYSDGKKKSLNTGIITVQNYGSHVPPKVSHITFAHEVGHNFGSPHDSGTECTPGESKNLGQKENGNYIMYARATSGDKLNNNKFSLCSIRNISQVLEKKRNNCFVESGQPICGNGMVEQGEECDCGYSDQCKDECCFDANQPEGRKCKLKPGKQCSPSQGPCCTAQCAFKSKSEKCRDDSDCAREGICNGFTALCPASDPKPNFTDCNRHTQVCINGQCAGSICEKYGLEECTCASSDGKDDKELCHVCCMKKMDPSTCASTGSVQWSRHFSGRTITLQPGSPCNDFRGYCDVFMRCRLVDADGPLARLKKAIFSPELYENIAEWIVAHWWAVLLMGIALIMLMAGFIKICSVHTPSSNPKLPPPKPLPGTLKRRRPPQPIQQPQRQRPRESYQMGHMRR
# * marks the source's active call; other numbers are inactive results; i = inactive; . = not tested or not shown. No enrichment for hits; any-hit rate near 6.6%.
# Every second line gives: ssDAF12 agonist	SMARCA2 activ	HGIII-sPLA2 inh	NPR1 activator	GAA850 FXN act	hgDAF-12 ag	GC-B act	DAX1 inh-1	hcDAF-12 act	DAX1 inh-2	ADAM10 inh
- CC1CC(C)CN(CCCNC(=O)c2ccc3nc(N4CCCCC4)sc3c2)C1 (centres undefined)
  -0.8	5.1	-4.6	2.1	1.3	2.9	1.6	1.7	4.3	-0.2	-7.3
- COc1ccc(Br)c(C(=O)N(C)CC(=O)Nc2ccc(N3CCOCC3)cc2)c1
  -0.8	-2.1	10.7	-0.2	0.7	-0.5	1.5	-0.7	-0.9	-0.8	-8.1
- CC(C)c1ccccc1NC(=S)NN(Cc1ccccc1)c1ccccc1
  -0.7	1.4	11.9	-14.1	-1.1	-1.4	-12.0	-0.1	-0.8	0.5	10.8
- COc1ccc(S(=O)(=O)N2CCCCCC2)cc1C(=O)N1CCN(c2ccccc2O)CC1
  -1.6	-3.5	-9.1	-0.4	0.6	-0.2	2.2	-2.1	-1.3	-0.9	0.3
- CC(C)C(=O)Nc1nc(-c2ccc([N+](=O)[O-])cc2)cs1
  -1.4	-3.7	12.3	11.7	4.6	2.8	0.0	-2.4	-1.4	-3.2	-7.6
- O=C(O)c1ccc(-n2c(-c3cc(-c4ccco4)[nH]n3)n[nH]c2=S)cc1
  -1.0	-1.8	-3.5	0.8	1.1	-0.3	1.5	-0.1	-1.1	-0.6	-1.5
- O=C(NC1CCN(CC(=O)N(c2ccccc2)c2ccccc2)CC1)c1ccc([N+](=O)[O-])cc1
  -0.9	-1.1	-7.8	-1.7	1.4	3.0	6.3	0.4	0.8	-1.1	1.5
- OCC1(CC2CCCCO2)CCN(C/C=C/c2ccccc2)CC1 (centres undefined)
  -1.5	-2.1	-5.0	-2.3	1.4	-1.8	-0.5	1.1	-0.8	-0.2	-2.1
- Cc1cccc(OCC(=O)Nc2ccc(C(=O)NCC(C)C)cc2)c1
  -1.8	-2.9	4.7	2.8	1.6	0.6	-5.1	-0.6	-1.8	-0.5	3.6
- COc1ccc2cc(C3CC=C(CO)CN3S(=O)(=O)c3ccccc3[N+](=O)[O-])n(C(=O)OC(C)(C)C)c2c1 (centres undefined)
  -0.9	0.3	-47.3	-3.1	.	-4.5	-1.3	-0.7	-2.8	.	10.9
- Cc1cccc(N2CN(Cc3cccnc3)CNC2=S)c1C
  -0.9	-0.3	-0.4	1.1	0.4	1.1	6.9	0.1	-1.1	1.9	-1.4
- C=CCn1c(-c2sc3nc(C)cc(C)c3c2N)n[nH]c1=S
  -1.3	-0.4	14.2	23.5	4.0	-1.3	4.3	0.1	-0.6	.	-47.4
- COc1ccccc1-n1c(C)nc(=O)c(-c2ccccc2)c1C
  -0.9	-0.6	1.9	0.9	1.8	-1.3	-2.2	-0.3	0.8	0.8	-0.6
- Cn1c(N)c(C(=O)CSc2nn(-c3ccccc3)c(=S)s2)c(=O)n(C)c1=O
  -0.3	-2.5	-3.3	6.8	-1.0	-1.0	-11.3	-2.4	-1.4	-3.6	-4.3
- O=C(CN1CCCN(Cc2ccc(F)cc2)S1(=O)=O)NC1CCCC1
  -0.8	-2.7	-0.7	3.1	1.9	-0.7	0.8	0.5	-1.4	-1.0	-7.3
- Cc1ccc(-c2cc(C)nc3ncnn23)cc1
  -0.8	-0.7	2.8	2.7	-1.3	1.0	-2.0	0.5	-1.1	3.5	-59.1
- c1ccc(-n2ncc3c(NCc4ccco4)ncnc32)cc1
  0.1	-2.4	-2.9	4.5	1.5	7.9	-2.1	0.0	1.8	1.2	-4.7
- CC1(C)N(O)CC(c2cccs2)=[N+]1[O-]
  -1.0	7.5	-4.2	1.9	-1.6	0.8	3.9	1.0	-1.0	-0.3	2.3
- CN(Cc1ccccc1)c1oc(-c2ccco2)nc1C#N
  -1.0	1.3	-3.0	14.8	0.6	-1.4	11.3	-0.5	-0.4	0.5	i
- O=[N+]([O-])c1ccccc1S(=O)(=O)N1CCN(c2ccccn2)CC1
  -0.9	0.4	4.2	1.1	0.1	0.2	1.4	0.5	-1.9	-0.6	1.6

# 9 compounds already listed, ordered by formula weight, high to low.
# Every second line gives: ssDAF12 agonist	SMARCA2 activ	HGIII-sPLA2 inh	NPR1 activator	GAA850 FXN act	hgDAF-12 ag	GC-B act	DAX1 inh-1	hcDAF-12 act	DAX1 inh-2	ADAM10 inh
- COc1ccc2cc(C3CC=C(CO)CN3S(=O)(=O)c3ccccc3[N+](=O)[O-])n(C(=O)OC(C)(C)C)c2c1 (centres undefined)
  -0.9	0.3	-47.3	-3.1	.	-4.5	-1.3	-0.7	-2.8	.	10.9
- Cn1c(N)c(C(=O)CSc2nn(-c3ccccc3)c(=S)s2)c(=O)n(C)c1=O
  -0.3	-2.5	-3.3	6.8	-1.0	-1.0	-11.3	-2.4	-1.4	-3.6	-4.3
- O=C(CN1CCCN(Cc2ccc(F)cc2)S1(=O)=O)NC1CCCC1
  -0.8	-2.7	-0.7	3.1	1.9	-0.7	0.8	0.5	-1.4	-1.0	-7.3
- O=[N+]([O-])c1ccccc1S(=O)(=O)N1CCN(c2ccccn2)CC1
  -0.9	0.4	4.2	1.1	0.1	0.2	1.4	0.5	-1.9	-0.6	1.6
- Cc1cccc(OCC(=O)Nc2ccc(C(=O)NCC(C)C)cc2)c1
  -1.8	-2.9	4.7	2.8	1.6	0.6	-5.1	-0.6	-1.8	-0.5	3.6
- Cc1cccc(N2CN(Cc3cccnc3)CNC2=S)c1C
  -0.9	-0.3	-0.4	1.1	0.4	1.1	6.9	0.1	-1.1	1.9	-1.4
- CN(Cc1ccccc1)c1oc(-c2ccco2)nc1C#N
  -1.0	1.3	-3.0	14.8	0.6	-1.4	11.3	-0.5	-0.4	0.5	i
- Cc1ccc(-c2cc(C)nc3ncnn23)cc1
  -0.8	-0.7	2.8	2.7	-1.3	1.0	-2.0	0.5	-1.1	3.5	-59.1
- CC1(C)N(O)CC(c2cccs2)=[N+]1[O-]
  -1.0	7.5	-4.2	1.9	-1.6	0.8	3.9	1.0	-1.0	-0.3	2.3

# More entries follow.
# Every second line gives: ssDAF12 agonist	SMARCA2 activ	HGIII-sPLA2 inh	NPR1 activator	GAA850 FXN act	hgDAF-12 ag	GC-B act	DAX1 inh-1	hcDAF-12 act	DAX1 inh-2	ADAM10 inh
- Cc1ccccc1C(=O)N[C@H](C(=O)N1CCC[C@H]1C(=O)NC1CCCC1)c1ccccc1
  -1.1	-2.4	1.9	0.1	.	5.4	2.3	-1.3	0.6	.	-16.2
- Cc1ccc(NC(=O)c2ccccc2[N+](=O)[O-])nc1
  -0.3	-3.5	-6.8	-1.4	0.4	2.5	7.5	-0.1	-0.6	-1.0	-5.3
- CCc1ccc(CNC(=O)C(=O)NCCc2ccc(OC)c(OC)c2)cc1
  -1.7	-1.4	-21.2	1.7	-1.8	-2.3	2.2	-1.1	-2.1	0.2	-0.6
- CCOc1ccc(S(=O)(=O)Oc2ccc3ccccc3c2)cc1
  -1.1	-1.7	-10.6	-1.2	3.5	-0.6	3.4	-0.2	-1.8	0.6	9.7
- COc1cc(/C=N/N=C(N)N)ccc1OCc1ccccc1Cl
  -2.4	0.8	-8.3	1.7	-1.4	1.1	6.7	-1.1	-1.0	-0.6	7.0
- Cc1ccc(C)c(NC(=S)/C(=C(\[O-])c2ccc(Cl)s2)[n+]2ccccc2)c1
  -0.3	-2.8	6.1	-2.6	2.8	0.6	-0.2	-0.4	2.3	1.6	-12.9
- CC(C)Cn1c(-c2ccncc2)n[nH]c1=S
  -1.3	2.1	6.8	1.4	0.2	-0.6	-0.7	0.3	-2.5	3.1	-3.8
- CNCCCCOc1ccccc1-c1ccccc1
  -1.1	-0.9	-5.5	-6.5	-1.8	-2.8	-2.3	0.3	-0.6	-1.7	-10.4
- CCN(CC)c1ncnc2c1ncn2[C@H]1CN(Cc2ccc(F)cc2)C[C@@H](CO)O1
  -1.3	-1.8	-2.1	-1.2	1.2	-1.2	1.2	-1.1	-2.5	.	-0.6
- CCCn1c(N)c(Sc2ccc(C)cc2)c(=O)n(CCC)c1=O
  -2.1	-2.8	-1.7	9.8	0.6	-3.4	8.2	-0.6	-1.6	1.0	7.2
- Cc1ccccc1NC(=O)COC(=O)c1n[nH]c(=O)c2ccccc12
  -0.7	4.0	-0.6	-1.4	1.0	0.2	-0.2	0.3	-0.1	-1.3	2.3
- Cc1ccc(/C=N/N2C(=S)SC(C)(C)C2N(O)C(=O)Nc2ccc([N+](=O)[O-])cc2)cc1 (centres undefined)
  -0.6	-3.4	-14.4	-1.7	0.2	-0.9	-6.1	-0.5	-1.6	1.1	-3.1
- CCOc1ccc(NC(=O)CN(C)CC(=O)Nc2ccccc2C#N)cc1OCC
  -1.1	0.0	10.9	-1.9	-0.6	-1.3	5.5	0.4	-1.5	1.2	-4.7
- CCOC(=O)C1=C(COC(=O)CSc2ccc(Br)cc2)NC(=O)NC1C (centres undefined)
  -1.2	-0.3	-6.4	-9.1	-0.9	0.6	-9.1	1.3	0.3	1.4	-0.2
- COc1cccc(-c2cc(C(=O)Nc3ccccc3SC)no2)c1
  -1.3	7.0	-3.1	0.8	4.6	4.5	-5.6	0.1	1.0	0.5	-0.6
- CCN(CC)c1nc2c(s1)C(=O)NCCC2
  -0.8	-2.7	1.2	3.5	2.0	1.5	4.7	0.8	-0.8	-0.5	-2.8
- COC(=O)c1ccc(NC(=O)COc2ccc(C3C(C#N)=C(N)Oc4c3ccc3ccccc43)cc2OC)cc1 (centres undefined)
  -1.8	-5.3	-6.9	-0.4	-3.3	4.5	0.1	0.5	-1.1	1.7	15.6
- Cc1ccnc(NC(=O)c2ccc(S(=O)(=O)c3ccccc3)cc2)c1
  -2.2	-0.5	-4.0	-0.2	-0.3	-2.5	11.6	-0.1	-1.8	-1.7	5.3
- O=c1cc(-c2c(O)c3ccccc3n(Cc3ccccc3)c2=O)[nH][nH]1
  -0.5	-0.2	-0.2	3.5	1.2	6.3	1.1	-0.4	-0.8	0.3	2.1
- CC1(C)CC(=O)C(C=NC2CCCCC2)=C(O)C1
  -1.4	0.0	5.3	2.9	1.4	-0.8	-3.2	-0.2	0.3	0.8	9.0
- Cc1sc2ncn(CC(=O)NCC3COc4ccccc4O3)c(=O)c2c1S(=O)(=O)N1CCCCC1 (centres undefined)
  -0.9	0.2	-1.9	-0.6	2.8	-0.6	-0.9	-0.3	1.2	-0.2	1.0

# An excerpt from above with just ssDAF12 agonist.
SMILES	ssDAF12 agonist
Cc1ccccc1NC(=O)COC(=O)c1n[nH]c(=O)c2ccccc12	-0.7
CCN(CC)c1nc2c(s1)C(=O)NCCC2	-0.8
